C diff growth: C. difficile growth inhibition. Clostridium difficile clinical isolate growth, OD600, 24 h; active compounds read low. 86,000 tested, 0.25% active. growth activity, negative = inhibition, % at 16 µg/mL (by protocol);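 active = mean growth activity at or below -80% and every replicate also at or below -80%; inconclusive = mean at or below -80% but some replicate above -80%; inactive = mean growth activity above -80%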;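 also: 0% = DMSO wells and -100% = levofloxacin 16 µg/mL wells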
KDM4C inh: KDM4C (human) demethylase inhibition; 96,000 tested, 0.15% active; Q9H3R0; inhibition, % at 12.5 µM; GST-KDM4C 2-372, H3K9me3 peptide, LANCE TR-FRET;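 active = mean replicate inhibition above about 25%, with at least 55% of replicates also reaching it, limit read from the data, passing the limit was not always enough; inconclusive = only one of those two conditions met; inactive = neither condition met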
Target sequence (Q9H3R0 2-372 limits assumed): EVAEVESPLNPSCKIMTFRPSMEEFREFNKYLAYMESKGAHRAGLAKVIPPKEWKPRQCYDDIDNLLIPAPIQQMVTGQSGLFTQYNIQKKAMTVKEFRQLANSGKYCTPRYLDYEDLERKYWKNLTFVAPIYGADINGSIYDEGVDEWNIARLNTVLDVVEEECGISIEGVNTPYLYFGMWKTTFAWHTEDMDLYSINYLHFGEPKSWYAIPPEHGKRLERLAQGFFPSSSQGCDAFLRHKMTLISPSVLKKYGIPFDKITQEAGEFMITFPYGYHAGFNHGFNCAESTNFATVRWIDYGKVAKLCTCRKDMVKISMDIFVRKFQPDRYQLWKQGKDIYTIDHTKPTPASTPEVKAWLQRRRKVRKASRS
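Test system: N-terminal GST-fused human GASC-1 (KDM4C) fragment, residues 2-372; quantity: GASC-1 enzyme at 10 nM final in reaction; dosing: single dose; schedule: 30 min demethylation and 1 h detection at room temperature; signal: LANCE TR-FRET, excitation 340 nm, emissions 618 and 671 nm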
T cruzi growth: inhibitors of T. cruzi proliferation; 77,000 tested, 5.9% active; inhibition, % at 8.34 µM; T. cruzi beta-gal in NIH3T3, GalScreen luminescence, 90 h; AID 624255;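 active = mean inhibition above about 93%, with at least 55% of replicates each passing it, limit read from the data, passing the limit was not always enough; inconclusive = only one of those two conditions holds; inactive = neither condition holds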
Pf Dd2 growth: inhibitors of Plasmodium falciparum Dd2 growth | activity change, % at 10 µM | P. falciparum Dd2 growth, SYBR Green, 72 h; active compounds read low | 94,000 tested, 2.3% active | AID 1159554; in the data active = activity change below about -80%; inconclusive = no clear call, values can overlap the other calls
* hit, by the source's call; u = inconclusive; x = no result given; & = joins results of further samples.

SMILES	C diff growth	KDM4C inh	T cruzi growth	Pf Dd2 growth
C[C@@H]1CCCCO[C@H](CN(C)C(=O)Nc2ccccc2)[C@H](C)CN([C@H](C)CO)C(=O)c2cc(NC(=O)Cc3ccccc3)ccc2O1	x	0.2	29	-68
C[C@@H]1CCCCO[C@H](CN(C)S(=O)(=O)c2ccc(Cl)cc2)[C@@H](C)CN([C@H](C)CO)C(=O)c2cc(NC(=O)c3ccccc3)ccc2O1	4	-2.1	104	-78
C[C@@H]1CN([C@@H](C)CO)S(=O)(=O)c2ccc(C3=CCCC3)cc2O[C@@H]1CN(C)S(=O)(=O)c1ccc(F)cc1	5	0.7	119*	-13
O=C(C[C@H]1C[C@H]2c3cc(NC(=O)c4ccc5c(c4)OCO5)ccc3O[C@H]2[C@@H](CO)O1)NCc1ccc(Cl)cc1	3	-1.8	1	-25
NCC[C@H]1CC[C@@H](NC(=O)C2CCCC2)[C@H](CO)O1	0	8.4	x	-1
C/C=C/c1ccc2c(c1)O[C@@H](CN(C)CC1CC1)[C@@H](C)CN([C@H](C)CO)S2(=O)=O	5	1.8	32	-44
CCS(=O)(=O)Nc1ccc2c(c1)C(=O)N(C)[C@@H]1CC[C@H](CC(=O)OC)O[C@@H]1CO2	-6	-0.5	8	-4
O=C(c1cccc(F)c1)N1CC(=O)N2[C@@H](CO)[C@H](c3ccc(C#Cc4ccc(F)cc4)cc3)[C@@H]2C1	80	-0.8	x	3
C[C@H]1CCCCO[C@@H](CN(C)Cc2ccc3c(c2)OCO3)[C@@H](C)CN([C@@H](C)CO)C(=O)c2cc(NC(=O)Nc3ccc(F)cc3)ccc2O1	8	-1.9	77	-77
O=C(Nc1ccc(F)cc1)N1C[C@@H]2[C@H](c3ccccc31)[C@H](CO)N2Cc1cocn1	-1	2.4	-14	-18
Cc1ccc(S(=O)(=O)N(C)C[C@H]2Oc3c(NC(=O)NC4CCCCC4)cccc3C(=O)N([C@H](C)CO)C[C@H]2C)cc1	-24	-1.2	57	-36
COc1ccc(NC(=O)N(C)C[C@H]2OCCCC[C@@H](C)Oc3ccc(N(C)C)cc3C(=O)N([C@@H](C)CO)C[C@H]2C)cc1	-5	4.1	37	-83*
CCC(=O)N1C[C@@H](C)[C@@H](OC)CN(C)C(=O)c2ccc(NC(=O)COC)cc2OC[C@H]1C	x	0.9	-12	19
C[C@H](CO)N1C[C@H](C)[C@H](CN(C)C(=O)Nc2ccc3c(c2)OCO3)Oc2ccc(NC(=O)Nc3ccc4c(c3)OCO4)cc2C1=O	-10	0.8	13	-9
CCCNC(=O)N1[C@@H](C#N)[C@@H](c2ccc(C#Cc3ccc(F)cc3)cc2)[C@@H]1CO	-11	0.9	103*	-68
O=C(C[C@H]1CC[C@@H](NS(=O)(=O)c2ccccc2F)[C@@H](CO)O1)NCCCN1CCOCC1	x	-0.2	9	9
COc1ccc(S(=O)(=O)N(C)C[C@@H]2OCCCC[C@H](C)Oc3ccc(NS(=O)(=O)c4ccc(Cl)cc4)cc3C(=O)N([C@@H](C)CO)C[C@H]2C)cc1	3	-1.4	x	-25
CCCNC(=O)N1CC2(CN(C(=O)C3CCC3)C2)c2c([nH]c3cc(OC)ccc23)[C@@H]1CO	-5	-1.4	x	-84*
CC(C)NC(=O)N(C)C[C@@H]1OCCCC[C@@H](C)Oc2ccc(NS(=O)(=O)c3cccs3)cc2C(=O)N([C@@H](C)CO)C[C@H]1C	4	-1.4	-25	x
O=C(Nc1ccc(F)cc1)N[C@@H]1CC[C@H](CCNS(=O)(=O)c2ccccc2F)O[C@@H]1CO	-2	8.1	x	x
C[C@@H]1CN([C@H](C)CO)C(=O)Cc2cc(N(C)C)ccc2O[C@H]1CN(C)C(=O)Nc1cccc2ccccc12	0	3.7	-19	-25
COc1ccc(NC(=O)N(C)C[C@@H]2Oc3ccc(NC(=O)Nc4ccc(C(F)(F)F)cc4)cc3CC(=O)N([C@H](C)CO)C[C@@H]2C)cc1	4	-2.5	18	-21
C[C@H]1CCCCO[C@@H](CN(C)C)[C@@H](C)CN([C@@H](C)CO)C(=O)c2cc(NC(=O)CCCN(C)C)ccc2O1	2	0.8	-8	8
CCC(=O)Nc1ccc2c(c1)C(=O)N(C)C[C@@H](OC)[C@@H](C)CN(C(=O)CN(C)C)[C@H](C)CO2	x	1.2	-46	x
O=S(=O)(c1ccc(F)cc1)N1CCCCN2[C@H](CO)[C@@H](c3ccc(-c4cncnc4)cc3)[C@H]2C1	-11	-0.3	5	1
C[C@H](O)C#Cc1ccc([C@@H]2[C@H](CO)N3CCCCN(C(=O)Nc4ccccc4)C[C@@H]23)cc1	8	0.4	85	-34
C[C@H](CO)N1C[C@H](C)[C@H](CN(C)Cc2ccccn2)Oc2cc(-c3cccnc3)ccc2S1(=O)=O	1	0.8	59	0
Cc1ccc(S(=O)(=O)N[C@@H]2C=C[C@@H](CC(=O)NC3CCCCC3)O[C@H]2CO)cc1	-2	2.4	26	5
CC(C)N(C[C@@H]1[C@@H](c2ccccc2)[C@H](CO)N1S(C)(=O)=O)C(=O)CN(C)C	-7	0.0	-31	16
CO[C@@H]1CN(C)C(=O)c2ccc(NS(C)(=O)=O)cc2OC[C@@H](C)N(Cc2ccccc2)C[C@@H]1C	22	-0.3	17	-3
Cn1cnc(CCNC(=O)C[C@@H]2CC[C@H]3[C@@H](COC[C@@H](O)CN3C(=O)Nc3ccc(C(F)(F)F)cc3)O2)c1	31&27	0.6	107*	-15
COc1ccc(NC(=O)N(C)C[C@H]2OCCCC[C@H](C)Oc3ccc(NS(C)(=O)=O)cc3C(=O)N([C@@H](C)CO)C[C@@H]2C)cc1	0	0.7	46	4
O=C(O)C[C@H]1C=C[C@@H](NC(=O)c2ccccc2F)[C@H](CO)O1	x	-0.2	-25	16
C[C@@H]1CN([C@@H](C)CO)C(=O)c2cc(NC(=O)Nc3ccc(C(F)(F)F)cc3)ccc2O[C@@H]1CN(C)S(=O)(=O)c1ccc(Cl)cc1	10	-1.5	70	8
C[C@H](CO)N1C[C@H](C)[C@H](CN(C)CC2CCOCC2)Oc2ncc(Br)cc2C1=O	3	1.4	-45	36
COc1ccc(CN(C)C[C@@H]2Oc3c(NC(=O)C4CC4)cccc3C(=O)N([C@H](C)CO)C[C@H]2C)cc1	0	-0.1	-11	-41
O=C(C[C@@H]1CC[C@@H]2[C@H](COC[C@@H](O)CN2S(=O)(=O)c2cccc(Cl)c2)O1)N1CCOCC1	x	0.7	36	9
COc1ccc(-c2ccc([C@H]3[C@H](C#N)N[C@H]3CO)cc2)cc1	-3	-1.6	60	-29
C[C@H](CO)N1C[C@H](C)[C@@H](CN(C)S(=O)(=O)c2ccccc2)Oc2ccc(NC(=O)Nc3ccc4c(c3)OCO4)cc2C1=O	-4	-1.9	63	-21
Cc1noc(C)c1S(=O)(=O)Nc1ccc2c(c1)C(=O)N([C@@H](C)CO)C[C@@H](C)[C@H](CN(C)C(=O)Nc1ccc(F)cc1)OCCCC[C@H](C)O2	8	-0.3	-13	-52
CCCNC(=O)[C@@H]1[C@@H](CO)[C@@H]2Cn3c(ccc(C4=CCCC4)c3=O)[C@H]1N2C(=O)CC1CC1	3	1.8	-5	6
Cc1ccc(S(=O)(=O)N(C)C[C@@H]2OCCCC[C@H](C)Oc3ccc(NC(=O)Cc4ccccc4)cc3C(=O)N([C@H](C)CO)C[C@H]2C)cc1	x	-1.9	83	-77
CO[C@H]1CN(C)C(=O)c2ccc(NS(C)(=O)=O)cc2OC[C@@H](C)N(CC2CCCCC2)C[C@H]1C	x	2.3	0	-21
C[C@@H]1CN([C@H](C)CO)C(=O)c2cccc(NC(=O)C3CCCCC3)c2O[C@@H]1CN(C)S(=O)(=O)c1ccc(Cl)cc1	-7	-0.9	-9	-9
C[C@@H]1CN([C@@H](C)CO)C(=O)Cc2cc(NC(=O)Nc3ccc(F)cc3)ccc2O[C@@H]1CN(C)C(=O)Nc1ccccc1	1	14	x	-7
Cc1ccccc1-c1cnc2c(c1)C(=O)N([C@H](C)CO)C[C@H](C)[C@@H](CN(C)CC1CCOCC1)O2	5	0.2	60	37
CCCNC(=O)C[C@H]1C[C@H]2c3cc(NC(=O)CN(C)C)ccc3O[C@H]2[C@@H](CO)O1	3	0.1	101*	28
C[C@H](CO)N1C[C@H](C)[C@H](CN(C)C(=O)Nc2cccc(Oc3ccccn3)c2)OCc2cnnn2CCCC1=O	2&0	11	-20&32	-9&-10
CNC[C@@H]1OCCCC[C@@H](C)Oc2ccc(NS(C)(=O)=O)cc2C(=O)N([C@H](C)CO)C[C@@H]1C	-2	1.5	5	6
O=C(C[C@H]1C[C@H]2c3cc(NS(=O)(=O)c4ccc(F)cc4)ccc3O[C@H]2[C@@H](CO)O1)NC1CCCC1	x	-4.0	-84	-15
COc1ccc(S(=O)(=O)Nc2ccc3c(c2)C(=O)N([C@@H](C)CO)C[C@H](C)[C@H](CN(C)C(=O)C2CCCCC2)OCCCC[C@H](C)O3)cc1	2	15	73	-74
COc1ccc(S(=O)(=O)Nc2ccc3c(c2)C(=O)N([C@@H](C)CO)C[C@@H](C)[C@H](CN(C)C(=O)NC(C)C)OCCCC[C@@H](C)O3)cc1	3	-2.6	9	x
C[C@@H]1CCCCO[C@H](CN(C)C(=O)NC2CCCCC2)[C@H](C)CN([C@@H](C)CO)C(=O)c2cc(NC(=O)Nc3ccc(C(F)(F)F)cc3)ccc2O1	-1	-3.1	85	-12
C[C@@H]1CN([C@H](C)CO)C(=O)Cc2cc(NC(=O)Cc3ccccc3)ccc2O[C@@H]1CN(C)C(=O)Nc1cccc2ccccc12	1	-1.2	73	2
C[C@H](CO)N1C[C@H](C)[C@@H](CN(C)C(=O)Nc2ccc(F)cc2)Oc2ccc(NC(=O)Cc3cn(C)c4ccccc34)cc2CC1=O	4	2.1	-9	-61
C/C=C/c1ccc([C@H]2[C@@H](CN(C)C(C)=O)N(C(=O)NC(C)C)[C@H]2CO)cc1	-3	x	x	11
CC(C)NC(=O)N(C)C[C@@H]1Oc2ncc(C#Cc3ccc(F)cc3)cc2C(=O)N([C@H](C)CO)C[C@H]1C	-8	-3.6	14	5
O=C(N[C@@H]1CC[C@@H](CCn2cc(C3(O)CCCC3)nn2)O[C@@H]1CO)C1CC1	-3	3.5	x	-15
COc1ccccc1-c1cn(CC[C@@H]2CC[C@@H](NS(=O)(=O)c3ccccc3C)[C@H](CO)O2)nn1	-1	-1.7	x	-44
COc1ccc(S(=O)(=O)N2CCCCN3[C@@H](CO)[C@H](c4ccc(C#CC5CC5)cc4)[C@@H]3C2)cc1	41	-0.7	109*	-3

Carrying on:
SMILES	C diff growth	KDM4C inh	T cruzi growth	Pf Dd2 growth
C[C@@H]1CN([C@@H](C)CO)C(=O)c2cc(NS(=O)(=O)c3ccc(F)cc3)ccc2O[C@H]1CN(C)Cc1ccc(Oc2ccccc2)cc1	50	-0.7	60	-14
COc1ccc(-c2ccc3c(c2)O[C@@H](CN(C)C(C)=O)[C@H](C)CN([C@@H](C)CO)S3(=O)=O)cc1	-13	1.7	48	4
COc1cccc(NC(=O)N(C)C[C@@H]2Oc3cc(C#Cc4ccccc4)ccc3S(=O)(=O)N([C@@H](C)CO)C[C@@H]2C)c1	-7	-0.4	u	-91*
CCN1[C@H](C(=O)NCc2ccccn2)[C@@H](CO)[C@@H]2Cn3c(ccc(C4=CCCCC4)c3=O)[C@@H]21	0	5.2	32	-5
C[C@@H]1CN([C@@H](C)CO)C(=O)c2cc(NS(=O)(=O)c3ccc(Cl)cc3)ccc2O[C@@H]1CN(C)Cc1ccc(C(=O)Nc2ccccc2N)cc1	1	-2.1	106*	u
C[C@@H]1CN([C@H](C)CO)C(=O)c2cc(NS(=O)(=O)c3ccc(F)cc3)ccc2O[C@@H]1CN(C)Cc1ccccc1	-2	0.3	14	55

An excerpt from above in order of heavy-atom count, low to high:
SMILES	C diff growth	KDM4C inh	T cruzi growth	Pf Dd2 growth
COc1ccc(-c2ccc3c(c2)O[C@@H](CN(C)C(C)=O)[C@H](C)CN([C@@H](C)CO)S3(=O)=O)cc1	-13	1.7	48	4
COc1ccc(S(=O)(=O)N2CCCCN3[C@@H](CO)[C@H](c4ccc(C#CC5CC5)cc4)[C@@H]3C2)cc1	41	-0.7	109*	-3
C[C@@H]1CN([C@@H](C)CO)C(=O)c2cc(NS(=O)(=O)c3ccc(F)cc3)ccc2O[C@H]1CN(C)Cc1ccc(Oc2ccccc2)cc1	50	-0.7	60	-14
C[C@@H]1CN([C@@H](C)CO)C(=O)c2cc(NS(=O)(=O)c3ccc(Cl)cc3)ccc2O[C@@H]1CN(C)Cc1ccc(C(=O)Nc2ccccc2N)cc1	1	-2.1	106*	u

Pf Dd2 growth: what is marked active above.
SMILES	KDM4C inh	Pf Dd2 growth
COc1ccc(NC(=O)N(C)C[C@H]2OCCCC[C@@H](C)Oc3ccc(N(C)C)cc3C(=O)N([C@@H](C)CO)C[C@H]2C)cc1	4.1	-83*
CCCNC(=O)N1CC2(CN(C(=O)C3CCC3)C2)c2c([nH]c3cc(OC)ccc23)[C@@H]1CO	-1.4	-84*
COc1cccc(NC(=O)N(C)C[C@@H]2Oc3cc(C#Cc4ccccc4)ccc3S(=O)(=O)N([C@@H](C)CO)C[C@@H]2C)c1	-0.4	-91*

Random draw from the library; overall some 7% were active at least once.
